SMN2 splice up = SMN2 splice variant enhancement; 210,000 tested, 2.8% active; AID 1458; HEK293 SMN2-luciferase splicing reporter, luminescence, 30-36 h; Potency, µM (top dose mostly 46.1 µM), for inactives: at the top dose activity change, positive = activation, usual class: activators; further: potency means the concentration at half of the fitted maximal effect; % of control where 0% means no effect; nearly all actives have a fitted effect of over 55% in size
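HEK293 cells carry an SMN2 minigene-luciferase reporter in which exon 7 inclusion puts luciferase in frame. Cells were seeded at 2000 cells/well, attached for 10-12 hours, then exposed to compounds for 30-36 hours at 37C before ONE-Glo luminescence.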
Luc counter = counter-screen: inhibitors of Kinase-Glo firefly luciferase. Q27757. Kinase-Glo luciferase, ATP luminescence, 8 min. Potency, µM (highest dose often 38.3 µM), for inactives: at the top dose activity change, negative = inhibition, usual class: inhibitors. 200,000 tested, 0.28% active. AID 1379; further: potency means the concentration at half of the fitted maximal effect; on the % scale 0 is the no-effect control and ±100 the full control effect; nearly all actives have a fitted effect of over 60% in size
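Compounds were added to a substrate mix at pH 7.2 (50 mM imidazole, 10 uM ATP, within the enzyme's linear range), followed by Kinase-Glo detection reagent; luminescence was measured after 8 minutes at ambient temperature.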
HTT aggregate = reduces HttQ103-GFP aggregates in PC12 cells; PC12 HttQ103-GFP aggregates, Acumen cytometry, 40 h; Potency, µM (series often up to 46.1 µM), for the others: top-dose activity change, negative = inhibition, actives largely listed as inhibitors; 220,000 tested, 1.1% active; AID 1688; further: potency means the concentration at half of the fitted maximal effect; on the % scale 0 is the no-effect control and ±100 the full control effect; nearly all actives have a fitted effect of over 60% in size
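PC12 cells with ecdysone-inducible HTT exon1 Q103-GFP, induced by 100 nM tebufenozide, given compounds in a concentration series. GFP aggregates (1–25 um, 6 SD above background) counted in lysates by laser-scanning cytometry, 488 nm excitation.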
CBFb RUNX1 block = CBF-beta/RUNX1 interaction disruption; Q01196+Q13951; AlphaScreen CBFb-His/RUNX1-biotin binding, biochemical; Potency, µM (doses to about 59.8 µM), without a hit: at the top dose activity, negative = inhibition, actives largely listed as inhibitors; 230,000 tested, under 10 active; AID 1477; further: % of control where 0% means no effect
Target sequence (Q01196 whole entry, looked up): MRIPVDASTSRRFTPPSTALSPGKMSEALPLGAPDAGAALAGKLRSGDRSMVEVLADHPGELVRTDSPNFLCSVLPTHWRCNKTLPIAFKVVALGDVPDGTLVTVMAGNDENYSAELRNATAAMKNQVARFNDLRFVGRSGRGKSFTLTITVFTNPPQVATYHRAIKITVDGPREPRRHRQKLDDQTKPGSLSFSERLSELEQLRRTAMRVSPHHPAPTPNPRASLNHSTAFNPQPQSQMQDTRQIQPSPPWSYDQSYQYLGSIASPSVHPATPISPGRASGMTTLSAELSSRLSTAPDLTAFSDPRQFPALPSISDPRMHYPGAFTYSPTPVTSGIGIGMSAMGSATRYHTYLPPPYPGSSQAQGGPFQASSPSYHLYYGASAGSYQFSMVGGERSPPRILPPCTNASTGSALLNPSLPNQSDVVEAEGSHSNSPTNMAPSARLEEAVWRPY
Target sequence (Q13951 whole entry, looked up): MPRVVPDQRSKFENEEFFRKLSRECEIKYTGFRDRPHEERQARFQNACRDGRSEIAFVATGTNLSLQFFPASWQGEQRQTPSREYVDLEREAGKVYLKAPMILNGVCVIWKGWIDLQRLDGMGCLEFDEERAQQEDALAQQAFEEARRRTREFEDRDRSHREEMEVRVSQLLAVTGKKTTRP
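Proteins preincubated together for 20 min at RT before compound addition; 15 min later, nickel and streptavidin beads were added and left 90 min prior to AlphaScreen measurement.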
HTT cytoprotect = cytoprotection in Huntington HTT-Q103 PC12 cell model; PC12 HTT-Q103 induced, cytoprotection, ATP luminescence, 40 h; Potency, µM (highest dose often 56.4 µM), for inactives: cytoprotection (ATP increase), usual class: activators; 230,000 tested, 0.14% active;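 further: potency means the concentration at half of the fitted maximal effect; % of control where 0% means no effect; nearly all actives have a fitted effect of over 45% in size; toxic huntingtin expression switched on by the ecdysone agonist tebufenozide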
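Quantitative HTS on tebufenozide-induced (100 nM) PC12 cells expressing HTTQ103 exon 1–GFP; compounds tested as a concentration series; survival measured via cellular ATP.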
IMPase Li inh = IMPase inhibition in cells with lithium potentiation; Potency, µM (highest dose often 59.4 µM), inactives show at the highest dose activity, negative = IMPase inhibition, hits mostly inhibitors; 210,000 tested, 0.35% active; CHO-M1 cells, IP1 TR-FRET (IP-One), carbachol + lithium;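 further: IP1 builds up when IMPase is blocked and the TR-FRET signal falls; potency means the concentration at half of the fitted maximal effect; plate controls were basal vehicle for no effect and high inhibitor control for full effect; nearly all actives have a fitted effect of over 50% in size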
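CHO-M1, 2000 cells/well, 16–30 h culture; cpd + low Li+, 30 min 37C; lysis with d2-IP1/Eu-anti-IP1 Ab, 10 min RT; TR-FRET 665/620 ratio and 620 channel; AC50 via Hill.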
Lamin A splicing = LMNA splicing modulation | HeLa LMNA splicing GFP/RFP minigene ratio, 48 h | 200,000 tested, 0.01% active | Potency, µM (highest dose often 46.1 µM), for the others: at the highest dose ratio change, negative = inhibition, actives largely listed as inhibitors; active means well fitted inhibition curve with a large enough effect in the signal ratio, with a control signal flat, not every such curve was filed as active; inconclusive means small, poorly fitted or top-dose-only effect, or effect the other way, or a change in a side signal; the % refers to the signal ratio; further: potency means the concentration at half of the fitted maximal effect; on the % scale 0 is the no-effect control and ±100 the full control effect
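Read-out is the ratio of GFP to DsRed2 object intensity, acquired by 488 nm laser-scanning cytometry on HeLa lamin A-EGFP minigene reporter cells. Compound incubation 48 hrs at 37 °C in Opti-MEM with 2% FBS; DMSO 0.5% final.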
The depositor's hits bear a star; ? = inconclusive; nt = not tested or not shown; & = joins results of further samples; [ ] = remark or other dose. Unless noted, the call rests on the fitted dose curve; in most records, active means well fitted curve in the direction sought with a large enough effect; inconclusive means small, poorly fitted or top-dose-only effect, or another doubt; inactive means no such curve, though single readings can be large; an effect the other way counts as inactive or inconclusive.

SMILES	SMN2 splice up	Luc counter	HTT aggregate	CBFb RUNX1 block	HTT cytoprotect	IMPase Li inh	Lamin A splicing
CCN(CC)S(=O)(=O)c1ccc2oc(C(=O)NCC3COc4ccccc4O3)c(C)c2c1 (configuration not stated)	-44%[inhibitor]	0%	?	4%	-42%[inhibitor]	25%[38.3 µM]	?
Cc1c(C(=O)OC/C(O)=C(\C#N)c2nc3ccccc3[nH]2)oc2ccccc12	nt	nt	-19%[9.22 µM]	26%	22%[10 µM]	nt	nt
COCCCNC(=O)CCCn1c(=O)[nH]c2ccccc2c1=O	-5%	1%	0%	4%	6%	5%[38.3 µM]	5%
Cc1nnc(N2C(=O)c3oc4ccccc4c(=O)c3C2c2ccco2)s1 (configuration not stated)	1%	-1%	-4%	-17%	nt	8%[38.3 µM]	-5%
CNC(=O)C(NC(=O)CNC(=O)c1ccc(Cl)cc1)C(C)(C)C (configuration not stated)	-5%	-1%	3%[9.22 µM]	-5%	-32%[inhibitor]	-4%	13%[46 µM]
CCOc1ccc(C(=O)Nc2cccc(-c3nc4cccnc4o3)c2)cc1Cl	-34%[inhibitor]	0%	-8%	2%	21%	-6%[38.3 µM]	-2%
CCCn1c(SCC(=O)NC(=O)Nc2ccc(C)cc2C)n[nH]c1=O	-19%	-6%	6%	-1%	-3%	-23%[38.3 µM]	17%
CCC(C)c1ccc(NC(=S)Nc2ccc(OC)cc2)cc1 (configuration not stated)	-18%	2%	10%	-2%	22%[10 µM]	13%	-10%
O=[N+]([O-])c1ccc(-c2cn3c(n2)CCC3)cc1	nt	nt	2%[9.22 µM]	-8%	16%[10 µM]	nt	nt
O=C(COc1ccc(N2CC(C(=O)O)CC2=O)cc1)Nc1cccc(C(F)(F)F)c1 (configuration not stated)	?	2%	-27%	2%	13%	4%[38.3 µM]	-1%
CC1(C)COC(c2cccc(C3=NC(C)(C)CO3)n2)=N1	-8%	-2%	-3%	-18%	nt	-6%	-6%
COCc1cc(/C=N\NC(=O)COc2ccc(Cl)cc2)ccc1OC	-3%	-3%	-3%	-4%	10%[10 µM]	5%	1%
COC(=O)CNC(=O)c1cc(OC)cc(OC)c1	0%	3%	3%[9.22 µM]	1%	11%[10 µM]	1%	nt
CCC(=O)N(Cc1ccco1)Cc1cc2cccc(C)c2n2nnnc12	2%	-3%	-11%	-4%	-6%[10 µM]	-6%	?
NNC(=O)c1ccc(COc2ccc3c(c2)CCC3)cc1	?	-2%	-31%	-3%	-3%[10 µM]	-2%	-10%
COc1ccc(N2CCN(C(=S)Nc3cc(C)ccc3C)CC2)cc1	-9%	4%	-6%	-1%	-2%	-9%[38.3 µM]	2%
COc1cccc(OC)c1C(=O)Nc1ccc(N2CCCCC2)cc1	-25%	0%	22%	-5%	-7%	-6%[38.3 µM]	-12%
CCN(C(=O)c1ccc(Br)cc1)c1ccccc1	-2%	-6%	-10%[9.22 µM]	8%	-5%[10 µM]	15%	-5%[46 µM]
CC1=NN(c2ccccc2)C(=O)/C1=C/c1cc(C)n(C2CC2)c1C	7%	-1%	-4%	-20%	-2%[10 µM]	21%	-18%[46 µM]
CCOc1ccccc1C(=O)Nc1cccc(-c2nnc(-c3ccccc3)o2)c1	-20%	-2%	?	4%	-16%	10%[38.3 µM]	-1%

Reprinted from the part before: 2 compounds, then new ones.
SMILES	SMN2 splice up	Luc counter	HTT aggregate	CBFb RUNX1 block	HTT cytoprotect	IMPase Li inh	Lamin A splicing
CC1=NN(c2ccccc2)C(=O)/C1=C/c1cc(C)n(C2CC2)c1C	7%	-1%	-4%	-20%	-2%[10 µM]	21%	-18%[46 µM]
CCOc1ccccc1C(=O)Nc1cccc(-c2nnc(-c3ccccc3)o2)c1	-20%	-2%	?	4%	-16%	10%[38.3 µM]	-1%
CS(=O)(=O)N(CC(=O)NCc1ccc(Cl)cc1)C1CCCCC1	-3%	2%	13%	0%	-17%[10 µM]	2%	-8%
Cc1cc(-c2n[nH]c(=S)n2/N=C/C(Br)=C/c2ccccc2)n[nH]1	-20%	0%	?	-3%	35%[10 µM]	3%	?
CCOC(=O)c1nnc(-c2ccccc2)nc1Oc1ccccc1Cl	-4%	0%	12%	4%	-16%[10 µM]	29%[38.3 µM]	-2%
COc1ccc(C(=O)/C=C/c2ccc(O)cc2)cc1	nt	nt	-6%[9.22 µM]	6%	-5%[10 µM]	-6%	nt
O=c1c2cc(NC(=S)NCCN3CCCCCC3)ccc2nc2n1CCCCC2	-39%[inhibitor]	-11%	2%	-2%	7%	20%	-15%[9.22 µM]
Cc1ccc(S(=O)(=O)N(C)CC(=O)N2CCCC2)cc1	-14%	0%	-6%	4%	0%[10 µM]	-2%	7%
CC(=O)N[C@@H](CC(C)C)C(=O)O	-12%[20.6 µM]	0%[17.1 µM]	nt	3%[21.7 µM]	-2%[40.3 µM]	23%	-10%
CN(C1CCCC1)C1CCN(C(=O)CNC(=O)/C=C/c2ccc(F)cc2)CC1	-4%[1.84 µM]	-2%	-10%	-4%	15%[10 µM]	-4%	?
O=C(NC(Cc1c[nH]c2ccccc12)C(=O)O)c1ccc(Br)cc1 (configuration not stated)	17%	1%	27%	-8%	nt	-4%	nt
COc1cc(CN(C(=S)NCC(=O)NC2CC2)C2CCCC2)cc(OC)c1OC	14%	3%	3%	-6%	9%[10 µM]	4%	-12%
CCC(C)n1c(S(=O)(=O)O)nc2ccccc21 (configuration not stated)	3%	-1%	2%	0%	0%[10 µM]	14%[38.3 µM]	4%
Cc1cc(C)c(Nc2ncnc(N)n2)c(C)c1	nt	nt	-12%[9.22 µM]	7%	-10%[10 µM]	nt	nt
C/C(=N\NC(=O)c1ccc(N(C)C)cc1)c1ccc(C)cc1C	7%	1%	4%	-2%	nt	-2%	?
COn1c(SCc2ccc(Cl)cc2)nc2ccccc2c1=O	-29%	3%	-28%	19%	2%	10%[38.3 µM]	-3%
O=C(c1ccc(Br)o1)N1CCN(c2ccc3nnc(-c4ccccc4)n3n2)CC1	131%	3%	-8%	2%	0%[10 µM]	36%[activator][38.3 µM]	?
Cc1ccc(C(=O)OCCN(C)Cc2ccccc2)cc1	-5%	6%	8%	4%	22%	0%	10%[46 µM]
CC(Oc1ccc(F)cc1)C(=O)NN (configuration not stated)	-2%	-1%	15%	-3%	nt	-6%	-8%
CCCCc1nc2c(c3c1C[C@H](C)OC3)CN(C(=O)NCCc1c[nH]c3ccccc13)CC2	-24%[9.22 µM]	-4%[7.66 µM]	nt	0%[13.1 µM]	25%[10 µM]	-7%	-5%[9.22 µM]
O=C(O)c1cccc(N2C(=O)c3cccc(Oc4ccc(Cl)cc4)c3C2=O)c1	-2%	-3%	20%	0%	37%[10 µM]	1%	-4%
CCCNC(=O)Nc1ccc(C)cc1C	nt	nt	-28%[9.22 µM]	6%	-8%[10 µM]	nt	nt
CCOC(=O)c1ccc(-n2ccnc2)c(NC(=O)c2cccc(Br)c2)c1	6%	5%	-3%	0%	-13%[10 µM]	-4%	-9%
O=C(c1cc(C(F)(F)F)cc(C(F)(F)F)c1)N1CCC2(CCCN(Cc3ccncc3)C2)CC1	-38%[inhibitor]	-4%	nt	nt	-48%[inhibitor]	20%	nt
O=C1Nc2ccccc2C12NCCc1c2[nH]c2ccccc12 (configuration not stated)	-22%	-1%	14%	-4%	-5%	-7%[38.3 µM]	-6%
CCOc1ccc(NC(=O)CC2C(=O)N(c3ccccc3)C(=O)N2CCc2cccs2)cc1 (configuration not stated)	4%&18%	2%	9%	-1%	0%[10 µM]	5%	-5%
Clc1ccc(Cn2ncc3c(NCc4ccccc4)ncnc32)c(Cl)c1	-49%[inhibitor]	9%	9%	3%	nt	12%	?
CCC(=O)c1ccc(OCC(=O)N2CCc3cc(OC)c(OC)cc3C2)cc1	?	3%	-2%	4%	13%[10 µM]	17%[38.3 µM]	1%
Cc1nn(C)c(C(=O)NNC(=S)Nc2ccc(Cl)cc2)c1[N+](=O)[O-]	-8%	3%	5%	-11%	22%	-5%[38.3 µM]	12%
CCOC(=O)c1c(-c2ccccc2)c(C(C)=O)c(=O)n(C)c1C	3%	-1%	-2%	3%	-10%	-16%[38.3 µM]	-2%
CN(C)c1ccc(C2OC(=O)C3(CCCC3)C(=O)C2(C)C)cc1 (configuration not stated)	-9%	6%	-10%	7%	-17%	-18%[38.3 µM]	4%
CCc1ccc(C2C(C(=O)O)c3ccccc3C(=O)N2C)cc1 (configuration not stated)	-25%	1%	?	1%	5%	17%[38.3 µM]	-15%
O=S(=O)(c1ccccc1)N1CCN(CC2CC3C=CC2C3)CC1 (configuration not stated)	-13%	1%	-20%[9.22 µM]	1%	-6%[10 µM]	17%	13%[46 µM]
Cc1cccc(-c2cc(C(=O)Nc3sc(C)c(C)c3C(N)=O)c3ccccc3n2)c1	-7%	-1%	8%	1%	-14%	0%[38.3 µM]	-19%
N#CCCN(C(=O)COC(=O)COc1ccc(Cl)cc1)c1ccccc1	9%	-2%	-5%	25%	-42%	3%	0%[46 µM]
CCOC(=O)CNC(=O)CSc1nnc(C)c(=O)[nH]1	-34%	-1%	11%	5%	4%[10 µM]	-9%	4%
Cc1oc(-c2ccc3c(c2)OCCO3)cc1C(=O)NCC(=O)O	nt	-2%	-24%[9.22 µM]	21%	2%[10 µM]	15%	1%[46 µM]
CCCOc1cc(CC(=O)NCc2ccco2)ccc1OC	15%	-2%	-6%	5%	-8%[0.074 µM]	29%[38.3 µM]	10%
COc1ccc(OC)c(NC(=O)C2CCN(Cc3cnn(-c4ccccc4)c3-n3cccc3)CC2)c1	-5%	-5%	-18%	-6%	-27%	-6%[38.3 µM]	?
Cc1[nH]cc(Br)c(=O)c1Oc1ncc(C(F)(F)F)cc1Cl	-8%	2%	3%	-19%	-52%[inhibitor]	-1%	12%[46 µM]
CN(C)S(=O)(=O)c1ccc(-c2csc(N/N=C/c3ccc(O)cc3)n2)cc1	nt	nt	-17%[9.22 µM]	-9%	-53%[inhibitor][10 µM]	nt	nt
O=C1CSC(=Nc2ccccc2Cl)N1	-11%	8%	3%	-2%	-3%	-9%[38.3 µM]	3%
CCOC(=O)c1nnn(-c2nonc2N)c1CN(CC)c1ccccc1	-1%	-1%	-16%	1%	?	22%[38.3 µM]	-5%
CCc1ccc(N(C(=O)c2snc(C(N)=O)c2N)C(C(=O)NCC2CCCO2)c2cccs2)cc1 (configuration not stated)	-2%	-6%	31%	1%	-23%	7%	-12%[9.22 µM]
